Bcl-xL primary: blocks human Bcl-xL binding to Bim BH3 peptide; Q07817; GST-Bcl-xL / FITC-Bim BH3 peptide fluorescence polarization; inhibition, % at 10.9 µM; 320,000 compounds, 0.7% hits;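 active = inhibition above the mean of all tested compounds plus 3 SD, cutoff set per campaign, cut at about 30% in these data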;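 also: 0% = DMSO wells and 100% = unlabeled Bim-BH3 peptide competitor; inhibitors lower millipolarization by displacing the labeled peptide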
Target sequence (Q07817 whole entry, looked up): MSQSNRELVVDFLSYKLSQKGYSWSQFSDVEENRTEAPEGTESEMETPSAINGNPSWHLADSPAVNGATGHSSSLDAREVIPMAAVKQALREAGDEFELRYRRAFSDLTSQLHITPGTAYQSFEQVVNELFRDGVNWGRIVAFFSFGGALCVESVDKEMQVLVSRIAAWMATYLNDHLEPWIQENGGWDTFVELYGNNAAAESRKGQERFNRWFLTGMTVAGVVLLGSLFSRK
GLD-1 RNA inh: GLD-1-TGE RNA interaction inhibition (C. elegans); Q17339; inhibition, % at 5.96 µM; purified GLD-1 + fluorescein TGE RNA, fluorescence polarization; 320,000 compounds, 0.44% hits; AID 2280;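 active = percent inhibition above a per-plate cutoff, the plate mean of test compounds plus 3 SD, cut at about 30% in these data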;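 also: 0% = DMSO wells with GLD-1 and probe and 100% = wells lacking GLD-1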
Target sequence (Q17339 whole entry, looked up): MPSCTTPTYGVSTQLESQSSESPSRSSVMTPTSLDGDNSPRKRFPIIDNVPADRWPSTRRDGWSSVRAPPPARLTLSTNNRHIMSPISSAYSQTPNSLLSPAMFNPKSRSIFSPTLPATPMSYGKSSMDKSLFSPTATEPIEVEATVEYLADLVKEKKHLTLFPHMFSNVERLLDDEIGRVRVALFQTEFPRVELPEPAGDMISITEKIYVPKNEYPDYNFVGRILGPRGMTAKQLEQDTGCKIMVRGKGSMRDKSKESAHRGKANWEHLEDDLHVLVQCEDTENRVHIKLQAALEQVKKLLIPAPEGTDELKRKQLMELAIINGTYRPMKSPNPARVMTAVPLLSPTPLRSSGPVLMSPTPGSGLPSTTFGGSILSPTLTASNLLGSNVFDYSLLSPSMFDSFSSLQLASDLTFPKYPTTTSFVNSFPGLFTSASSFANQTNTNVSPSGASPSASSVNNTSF
CR mimetic SO: lowers age-related superoxide in aged yeast cells | S. cerevisiae aged cells, superoxide DHE fluorescence; hits give low values | superoxide response (% of plate mean), % at 10 µM | 330,000 compounds, 0.18% hits;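 active = superoxide response under a set limit, about three screen SD below normal, cut at about 65% in these data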;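 also: yeast aged for seven days with compound at 30 °C before DHE staining; 100% = average MFI of all compound-treated wells on the plate with controls excluded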
CIT2 TOR yeast: alters CIT2-GFP fluorescence in TOR pathway yeast screen. S. cerevisiae CIT2-GFP strain, flow cytometry, 3 h; 100 means same as DMSO wells. GFP response vs DMSO, % at 10 µM. 320,000 compounds, 0.065% hits;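 active = GFP response relative to DMSO above a set limit, near the screen mean plus 3 SD, cut at about 150% in these data; inconclusive = Fewer than 70 cells measured for a yeast strain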;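 also: ratio of well median GFP fluorescence to mean of DMSO wells on the plate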
AGP1 TOR yeast: yeast TOR pathway AGP1-GFP modulation; 320,000 compounds, 0.02% hits; GFP response vs DMSO, % at 10 µM; AID 2066; S. cerevisiae AGP1-GFP multiplex flow cytometry, 3 h; GFP as percent of DMSO wells;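 active = GFP response relative to DMSO above a set limit, near screen average plus 3 SD, cut at about 150% in these data; inconclusive = fewer than 70 cells counted for the yeast strain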;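 also: median GFP channel fluorescence of the gated AGP1 strain per well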
GRK2 aptamer HTS: inhibitors of human GRK2 displacing RNA aptamer. inhibition of aptamer binding, % at 10 µM. AID 488847. 330,000 compounds, 0.59% hits. bead flow cytometry, FAM-aptamer displacement from GRK2;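 active = inhibition of aptamer binding above 40%, roughly 3 SD of noise, on plates passing a quality check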;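 also: median bead fluorescence of bound FAM aptamer so fluorescent compounds give negative values; no value below 0 was filed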
MCL1 BIM primary: MCL1-BIM-BH3 interaction inhibition (human); GST-MCL1 / FITC-Bim-BH3 fluorescence polarization; inhibition, % at 10.9 µM; Q07820; AID 2057; 320,000 compounds, 0.68% hits;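 active = inhibition above the mean inhibition of all tested compounds plus 3 SD, set per campaign, cut at about 40% in these data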;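 also: 0% = DMSO wells and 100% = unlabeled Bim-BH3 peptide control; higher means more loss of mP so more displacement of Bim peptide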
Target sequence (Q07820 whole entry, looked up): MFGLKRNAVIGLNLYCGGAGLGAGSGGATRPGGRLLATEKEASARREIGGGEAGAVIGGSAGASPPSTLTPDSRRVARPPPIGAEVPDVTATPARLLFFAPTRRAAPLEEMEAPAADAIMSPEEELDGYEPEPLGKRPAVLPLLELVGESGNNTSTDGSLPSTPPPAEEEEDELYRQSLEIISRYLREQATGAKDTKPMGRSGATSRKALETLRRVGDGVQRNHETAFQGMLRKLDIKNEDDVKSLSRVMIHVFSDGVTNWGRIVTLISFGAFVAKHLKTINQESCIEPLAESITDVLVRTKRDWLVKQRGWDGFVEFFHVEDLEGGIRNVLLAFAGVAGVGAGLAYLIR
MEX-5 binding: C. elegans MEX-5 TCR-2 RNA binding activity. Q9XUB2. MEX-5/FITC-TCR2 RNA binding, fluorescence polarization; hits give low values. activity score (negative = inhibition of binding), % at 10 µM. 300,000 compounds, 0.38% hits. AID 1832;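 active = inhibition past about -25% in most replicates, and total fluorescence under double the plate's negative control median, limit read from the data; inconclusive = replicates evenly split on the limit, or fluorescence at least double controls; inactive = too little inhibition in most replicates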;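 also: 0% = DMSO and -100% = 5 µM competing unlabeled TCR2 RNA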
VLA-4 inh: inhibition in a human VLA-4 binding assay; inhibition, % (about 7 µM as worked out from the volumes in the protocol); P13612; VLA-4 expressing cells, ligand binding flow cytometry; 330,000 compounds, 0.2% hits; in the data active = inhibition above about 50%
Active calls of the source: *; ? = inconclusive; · = no result given; [ ] = another dose, or the depositor's remark.

SMILES | Bcl-xL primary | GLD-1 RNA inh | CR mimetic SO | CIT2 TOR yeast | AGP1 TOR yeast | GRK2 aptamer HTS | MCL1 BIM primary | MEX-5 binding | VLA-4 inh
O=C(Nc1ccccc1)N1CCc2ccccc21 | 6 | 1 | 85 | 99 | 101 | 2 | 16 | -2.0 | 8
COc1ccc(C2=C(C)CC(C)(C)NC2=O)cc1OC | 2 | -6 | 97 | 90 | 93 | 0 | 4 | 1.0 | 1
Cc1ccccc1OCc1n[nH]c(=S)n1-c1ccccc1 | -18 | -6 | 101 | 114 | 110 | 0 | -25 | 1.5 | 4
Cc1nnc(SCC(=O)c2cc(C)n(-c3c(C)n(C)n(-c4ccccc4)c3=O)c2C)s1 | 4 | -4 | 79 | 110 | 108 | 3 | 1 | 0.9 | 9
COc1ccc(OC(C)c2nnc(N)s2)cc1 (centres undefined) | 10 | -2 | 95 | 107 | 103 | 4 | 6 | 1.5 | -1
CCC1CCCCN1CC(=O)c1c(C)[nH]c2cc(C)ccc12 (centres undefined) | · | · | 102 | 92 | 84 | 0 | · | 2.9 | 5
N#CC1=C(SCC(=O)c2cc3ccccc3oc2=O)NC(=O)C(C#N)C12CCCC2 (centres undefined) | -5 | -96 | 105 | 98 | 102 | 1 | -31 | 14 | 9
O=C(Cn1c(NCCO)nc2ccccc21)c1ccc(Cl)cc1Cl | 5 | 4 | 109 | 103 | 104 | 0 | -2 | 0.8 | 62*
O=C(NC1CCS(=O)(=O)C1)c1c(NC(=O)C2COc3ccccc3O2)sc2c1CCCC2 (centres undefined) | 6 | 5 | 95 | 108 | 110 | 0 | 5 | 0.4 | 1
Cc1ccc(-c2ccc(NC(=O)C3C4C=CC(C4)C3C(=O)O)cc2)o1 (centres undefined) | 2 | 3 | 103 | 108 | 104 | 1 | -4 | 0.7 | 4
C=CCOC(=O)CN1C(=O)c2ccccc2C1=O | 4 | 4 | 99 | 86 | 101 | 0 | 4 | -0.9 | 6
O=C(N/N=C/c1ccc([N+](=O)[O-])o1)c1ccc2c(c1)OCO2 | · | · | 118 | ? | 65[may fluoresce violet] | 9 | · | -3.7 | 0
COCCNC(=O)CN(c1ccccc1OC)S(C)(=O)=O | 4 | 1 | 97 | 103 | 100 | 1 | 0 | -2.2 | -10
Clc1ccc(/C(Cc2nc3ccccc3[nH]2)=N\Nc2ccccc2)cc1 | 6 | 1 | 98 | 107 | 99 | 6 | 11 | -0.6 | 0
O=C(NC12CC3CC(CC(C3)C1)C2)N1CCN(C(=O)c2ccco2)CC1 | -1 | 0 | 110 | 104 | 101 | 3 | 7 | 0.7 | -6
Cc1ccc(NC(=O)c2sc(N)nc2-c2ccc([N+](=O)[O-])cc2)cc1C | 2 | 13 | 106 | 92 | 103 | 1 | 3 | -0.7 | 15
CCOC(=O)c1c(-c2ccccc2)csc1/N=C/C1C(=O)CCCC1=O | -52 | -76 | 95 | 98 | 95 | 3 | -105 | -8.8 | 12
O=C(NCC1COc2ccccc2O1)c1cccc(S(=O)(=O)N2CCCCC2)c1 (centres undefined) | 0 | -2 | 85 | 100 | 97 | 0 | 2 | · | 19
CCCC(C)NCC(=O)Nc1ccccc1-c1ccccc1 (centres undefined) | 1 | 4 | 108 | 100 | 104 | 4 | -3 | -0.5 | -8
O=C(COC(=O)c1cccc(-n2cnnn2)c1)c1ccccc1 | 0 | -4 | 109 | 94 | 98 | 0 | 2 | -1.7 | -4
O=C(Oc1ccc([N+](=O)[O-])cc1)c1cc(-c2ccccc2)nc2ccccc12 | 6 | 4 | 98 | 108 | 108 | 0 | 9 | 0.0 | -11
O=C1N(O)C2(C=CCCC2)/C(=N\O)C12CCCCC2 (centres undefined) | -2 | 5 | 103 | 108 | 108 | 0 | -4 | 2.5 | 1
CC(C)C[C@H](NC(=O)c1[nH]cnc1C(=O)Nc1ccc(CNC(=O)OC(C)(C)C)cc1)C(=O)OC(C)(C)C | 8 | 5 | 104 | 94 | 93 | 0 | 12 | 2.2 | -7
Cn1c2ccccc2n2c(=O)c(=O)n(CC(=O)c3ccc(F)cc3)nc12 | 2 | 5 | 114 | 101 | 94 | 4 | 2 | -1.8 | 14
COc1ccc(N2CCN(C(=O)c3cccc(Br)c3)CC2)c([N+](=O)[O-])c1 | 8 | 9 | 90 | 85 | 92 | 4 | 7 | 4.8 | 5
Remaining list, next part.
SMILES | Bcl-xL primary | GLD-1 RNA inh | CR mimetic SO | CIT2 TOR yeast | AGP1 TOR yeast | GRK2 aptamer HTS | MCL1 BIM primary | MEX-5 binding | VLA-4 inh
CC(=O)c1cccc(CN2CCN(C(C)C)C(CCO)C2)c1 (centres undefined) | 6 | -1 | 96 | 106 | 103 | 1 | 15 | -0.8 | 6
NC(=O)COc1ccc(-n2cnnn2)cc1 | 6 | -2 | 106 | 111 | 107 | 0 | 30 | -1.2 | 0
O=C(CSc1n[nH]c(-c2cccnc2)n1)Nc1ccccc1 | 2 | -2 | 110 | 103 | 101 | 0 | -6 | -0.2 | 14
Cc1ccc(-c2n[nH]c(=S)n2/N=C/c2c(C)[nH]n(-c3ccccc3)c2=O)cc1 | -16 | 0 | 93 | 107 | 105 | 2 | -13 | -0.9 | -5
COc1ccc(N2CCN(C(=O)c3cccc(NC(=O)c4ccco4)c3)CC2)cc1 | -1 | 8 | 88 | 100 | 106 | 0 | -2 | 0.7 | -3
O=P(CCNCc1ccco1)(c1ccccc1)c1ccccc1 | 2 | -9 | 105 | 86 | 96 | 0 | -4 | 1.6 | 0
O=Cc1cn(CCOc2ccccc2)c2ccccc12 | 3 | 5 | 94 | 100 | 103 | 4 | 9 | -1.1 | 2
CC(C)C(=O)Nc1nnc(CCc2nnc(NC(=O)C(C)C)s2)s1 | 4 | 7 | 100 | 97 | 99 | 5 | 5 | 1.8 | -75
CCOc1ccc(Nc2ncnc(N)n2)cc1 | 5 | -12 | 106 | 105 | 104 | 0 | 0 | 0.8 | -7
COc1ccc(CNCc2c(C(=O)N(C)C)nc3ccc(Cl)cn23)c(OC)c1 | 8 | 4 | 99 | 107 | 106 | 1 | 14 | -0.2 | -5
CCCN(CCC)C(=O)Cn1c(=O)n(CCCCC(=O)NC2CCCC2)c(=O)c2ccccc21 | 4 | -5 | 102 | 100 | 102 | 0 | 3 | 3.6 | 24
COc1ccccc1-n1c(=O)c2c3c(sc2n2c(SC)nnc12)CCC3 | 1 | 1 | 97 | 89 | 92 | 0 | -2 | 1.2 | -3
O=S(=O)(/N=C(\c1ccccc1)N1CCOCC1)c1ccc(Cl)cc1 | 6 | 3 | 103 | 104 | 105 | 0 | -3 | 1.9 | -1
Cc1csc(NC(=O)Cn2nc(C)c([N+](=O)[O-])c2C)n1 | 9 | 3 | 99 | 102 | 104 | 0 | 2 | 1.5 | -1
COc1cccc(-c2cc(C(F)(F)F)nc(-n3cncn3)n2)c1 | 0 | 0 | 93 | 99 | 87 | 0 | -10 | -1.5 | -1
CC(Sc1nc(N)cc(=O)[nH]1)C(=O)NNC(=O)c1cccc(Cl)c1 (centres undefined) | 3 | 4 | 135 | 95 | 100 | 0 | 9 | · | -8
Cn1c(CCC(=O)Nc2ccccc2F)nnc1SCC(=O)Nc1ccccc1Cl | 2 | 1 | 107 | 99 | 101 | 0 | -8 | 4.3 | 4
COc1cc(C(=O)N2C(=O)CCC2=O)cc(OC)c1OC | -3 | 6 | 100 | 105 | 106 | 0 | -11 | 3.1 | 8
CCC(C(=O)NCCC1=CCCCC1)c1ccccc1 (centres undefined) | -1 | 9 | 94 | 97 | 95 | 2 | 4 | -1.7 | -4
COc1ccccc1NC(=O)CN(c1ccccc1OC)S(=O)(=O)c1ccccc1 | 6 | 1 | 86 | 102 | 104 | 0 | 0 | 2.5 | 18
C/C(=N\NC(=S)NC(C)C)c1ccccc1 | -2 | -2 | 92 | 103 | 101 | 2 | 1 | -1.2 | 3
COc1ccc2[nH]c3c(c2c1)CCN1C(=O)N([C@@H](C)C(=O)NCc2ccco2)C(=O)[C@]31C | 6 | 4 | 102 | 101 | 105 | 0 | 7 | -1.1 | 14
Cc1ccc(C(=O)O/N=C(\N)Cc2cccs2)cc1[N+](=O)[O-] | 2 | 0 | 98 | 94 | 87 | 0 | -4 | 0.0 | 29
Cc1cccc(NC(=O)C2CCCN(S(=O)(=O)c3cccs3)C2)c1C (centres undefined) | -2 | -11 | 98 | 98 | 93 | 0 | 5 | -2.9 | -13
CNC(=S)NNC(=O)COc1ccccc1C | -9 | 5 | 93 | 85 | 89 | 2 | -15 | -1.7 | -11

An excerpt from above, limited to VLA-4 inh:
smiles	VLA-4 inh
O=C(N/N=C/c1ccc([N+](=O)[O-])o1)c1ccc2c(c1)OCO2	0
COCCNC(=O)CN(c1ccccc1OC)S(C)(=O)=O	-10

Next section.
SMILES | Bcl-xL primary | GLD-1 RNA inh | CR mimetic SO | CIT2 TOR yeast | AGP1 TOR yeast | GRK2 aptamer HTS | MCL1 BIM primary | MEX-5 binding | VLA-4 inh
Cc1ccc(C(=O)N/N=C2\CCSC2)cc1[N+](=O)[O-] | 8 | 2 | 99 | 95 | 81 | 0 | 3 | -3.3 | 6
Cc1ccccc1C(=O)N1CCc2cc(-c3nc(NC(=O)Cc4ccc5c(c4)OCO5)sc3C)ccc21 | 6 | -2 | 113 | 104 | 105 | 0 | 0 | -0.6 | 14
CC(C)c1nc2sc3ccccc3c(=O)c2c(=O)n1Cc1ccccc1 | 4 | 2 | 106 | 96 | 109 | 4 | 1 | · | 17
O=C(/C=C/c1ccccc1)c1ccoc1 | 4 | 6 | 95 | 109 | 105 | 4 | 2 | 0.4 | 9
Oc1ccc(-c2csc(NCc3ccco3)n2)cc1 | 6 | 5 | 96 | · | 94 | 1 | 8 | -1.4 | 8
CC(O)[C@H]1CNC(=O)C(=O)N1CCCCC1CCCCC1 (some centres undefined) | 3 | 0 | 108 | 94 | 105 | 1 | -5 | 2.0 | 21
O=C(COc1ccc(Cl)cc1)NCCC1=CCCCC1 | -3 | 3 | 110 | 93 | 95 | 0 | 2 | -0.3 | 0
Cc1[nH]c2ccccc2c1C(=O)CN1CCC(C(N)=O)(N2CCCCC2)CC1 | 4 | 5 | 108 | 97 | 100 | 0 | 3 | 0.2 | 26
CC(=O)c1ccc(NC(=O)CSc2ccc3nnc(-c4ccccn4)n3n2)cc1 | 18 | 6 | 112 | 103 | 107 | 27 | 14 | 0.2 | 27
CCn1nc(C)c(/C=N/NC(=O)c2ccc3c(c2)c(C)c(C)n3Cc2ccccc2)c1C | 2 | 1 | 100 | ? | ? | 0 | 7 | 3.2 | 0
CCCc1c(C(=O)N/N=C/c2ccco2)nnn1-c1nonc1N | 1 | -6 | 84 | 102 | 98 | 1 | 2 | 0.4 | 0
COc1cccc(NC(=O)c2ccc(S(=O)(=O)N3CCCC3)cc2)c1 | 7 | 5 | 92 | 91 | 93 | 3 | 8 | -0.7 | 6
CC1=NN(c2ccccc2)C(=O)C1C(=O)c1ccc(Cl)cc1 (centres undefined) | 1 | 1 | 129 | 92 | 115 | 0 | -2 | 2.0 | 4
NC(=O)c1nn(CC(=O)Nc2ccc3c(c2)OCO3)cc1[N+](=O)[O-] | -8 | -3 | 116 | 100 | 108 | 7 | -18 | · | 4
O=c1ccn(CCCBr)c(=O)[nH]1 | -1 | 2 | 114 | · | · | 0 | 0 | 2.0 | 2
